Screens deposited in PubChem BioAssay by National Center for Advancing Translational Sciences (NCATS).
D1 antag – human D1 dopamine receptor antagonism; actives 3.2% (n = 360,000); HEK293 TREx D1 cells, calcium flux, dopamine EC80; active compounds read low; activity change, negative = inhibition, % at 10 µM; AID 504652; in the data active = activity change below about -30%; note: % is set by controls: 0 for no effect and ±100 for the full control effect
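Tetracycline-induced HEK293 Trex D1 cells, force-coupled to calcium, dye-loaded; compounds added and read 180 s, then EC80 dopamine added and calcium flux tracked kinetically another 180 s.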
D1 PAM – potentiators of human D1 dopamine receptor; HEK293 TREx D1 cells, calcium flux, dopamine EC20 potentiation; actives 0.036% (n = 360,000); AID 504651; potentiation, % at 10 µM; in the data active = potentiation above about 30%; note: 0% is about no effect
D1 agonist – human D1 receptor agonism; HEK293 T-REx D1 cells, calcium flux, agonist mode; P21728; activation, % at 2 µM; actives 1% (n = 360,000); note: 0% is about no effect
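Tetracycline-induced HEK293 TREx D1 cells, force-coupled to calcium signalling, were dye-loaded with a no-wash calcium kit. Compound was pin-added after a 10 s baseline. Fluorescence was read kinetically at 1 cycle/s for 180 s, with calcium rises flagged as agonism.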
D2 antag – D2 dopamine receptor (human) antagonism. P14416. HEK293 TREx D2 cells, calcium flux, dopamine EC80. inhibition, % at 10 µM. actives 2% (n = 340,000); in the data active = inhibition above about 30%; note: 0% is about no effect
Target sequence (P14416 whole entry, looked up): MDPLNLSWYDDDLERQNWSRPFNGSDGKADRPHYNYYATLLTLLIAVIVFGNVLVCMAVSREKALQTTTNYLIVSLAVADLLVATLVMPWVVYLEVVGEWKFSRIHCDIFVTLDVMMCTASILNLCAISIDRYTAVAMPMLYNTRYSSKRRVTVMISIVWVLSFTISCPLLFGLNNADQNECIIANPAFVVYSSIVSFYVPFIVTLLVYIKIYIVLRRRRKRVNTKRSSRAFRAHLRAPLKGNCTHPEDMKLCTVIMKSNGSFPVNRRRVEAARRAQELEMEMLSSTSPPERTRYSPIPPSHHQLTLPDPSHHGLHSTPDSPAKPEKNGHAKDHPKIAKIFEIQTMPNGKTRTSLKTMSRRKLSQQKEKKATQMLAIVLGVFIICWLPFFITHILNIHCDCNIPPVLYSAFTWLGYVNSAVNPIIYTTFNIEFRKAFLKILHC
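Tetracycline-induced HEK293 TREx cells expressing D2 receptor forced-coupled to calcium signalling, loaded with no-wash calcium dye. Compounds added and calcium flux read 180 s, then dopamine added at EC80 and read a further 180 s.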
TRHR enhancer – allosterically enhances the human TRH receptor | P34981 | AID 493056 | actives 0.66% (n = 360,000) | TRHR cells, fluo-8 calcium fluorescence, EC20 TRH enhancement | enhancement, % at 2 µM; in the data active = enhancement above about 30%; note: 0% is about no effect
Target sequence (P34981 whole entry, looked up): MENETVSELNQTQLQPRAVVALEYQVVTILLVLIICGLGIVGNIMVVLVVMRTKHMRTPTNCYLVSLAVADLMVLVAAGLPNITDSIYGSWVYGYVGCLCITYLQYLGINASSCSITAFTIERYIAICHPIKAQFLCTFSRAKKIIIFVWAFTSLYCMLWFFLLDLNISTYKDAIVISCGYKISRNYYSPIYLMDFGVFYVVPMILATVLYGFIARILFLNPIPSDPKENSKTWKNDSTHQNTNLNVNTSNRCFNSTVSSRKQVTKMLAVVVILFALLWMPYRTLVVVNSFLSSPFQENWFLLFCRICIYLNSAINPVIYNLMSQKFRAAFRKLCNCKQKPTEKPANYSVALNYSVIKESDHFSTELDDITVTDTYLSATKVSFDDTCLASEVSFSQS
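Enhancer read-out: after compound pinning and an initial kinetic agonist-mode read, an EC20 of TRH (10 nM final) was injected and fluo-8 calcium signal (Ex 480/Em 530) followed at 1 s/cycle for 100 cycles in TRHR-expressing cells.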
TRHR agonist – TRH receptor (human) agonism; P34981; activation, % at 2 µM; TRHR cells, calcium flux fluo-8, FDSS agonist mode; AID 493084; actives 0.18% (n = 360,000); note: 0% is about no effect
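Steps: seed TRHR cells overnight; add fluo-8 no-wash Ca dye, RT 30 min–1.5 h; record 10 s baseline; pin-transfer compounds; monitor fluorescence 1 cycle/s for the agonist window. Calcium increases flag candidate agonists.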
D2 agonist – activates the human D2 dopamine receptor; P14416; HEK293 T-REx D2 cells, calcium flux agonist mode; activation, % at 2 µM; actives 0.53% (n = 340,000); AID 485358;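 active = activation over 3 SD above normal in the single-dose calcium agonist read, cut at about 30% in these data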; note: 0% is about no effect
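Agonism scored from kinetic calcium signal (1 read/sec, 180 s) following compound pin transfer, after a 10 s baseline. Cells: HEK293 Trex line expressing inducible D2 receptor coupled to calcium, dye-loaded after overnight culture at 30 C.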
RXFP1 antagonist – antagonists of human relaxin receptor RXFP1; Q9HBX9; HEK293-RXFP1, relaxin-stimulated cAMP HTRF, 30 min; active compounds read low; activity change, negative = inhibition, % at 57.5 µM; actives 0.59% (n = 350,000); AID 1259400;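 active = activity change of -60% or lower, but not beyond a set lower limit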; note: % is set by controls: 0 for no effect and ±100 for the full control effect
D2 PAM – D2 dopamine receptor (human) potentiation. HEK293 T-REx D2, calcium flux, EC20 dopamine potentiation. potentiation, % at 10 µM. actives 0.34% (n = 340,000). AID 485347. P14416;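 active = potentiation over 3 SD above the plate norm, cut at about 30% in these data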; note: 0% is about no effect
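Potentiation of an EC20 dopamine calcium response is measured in a force-coupled, tetracycline-inducible Hek293 Trex D2 line. Compound-only kinetic reads over 180 s flag agonists before dopamine addition.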
* = called active by the depositor. Cut-off read from the data, not from the text of the source, unless noted: active = activation above about 30%; inactive = the rest.

Results for O=C(c1ccccn1)N1CCN(S(=O)(=O)c2ccc(F)cc2)CC1 ?
D1 antag: 0; D1 PAM: -7; D1 agonist: 4; D2 antag: -19; TRHR enhancer: -4; TRHR agonist: 0.1; D2 agonist: 2.5; RXFP1 antagonist: -2; D2 PAM: 6

What do the screens show for `CCCCC(c1nnnn1CS(=O)(=O)c1ccc(C)cc1)N1CCC(C(N)=O)CC1` (stereo not drawn)?
D1 antag: -16; D1 PAM: -2; D1 agonist: -1; D2 antag: 3; TRHR enhancer: 8; TRHR agonist: 0.8; D2 agonist: 1.0; RXFP1 antagonist: 11; D2 PAM: 3

What do the screens show for `CCn1c(CNC(=O)c2cccs2)n[nH]c1=S`?
D1 antag: 30; D1 PAM: -1; D1 agonist: 4; D2 antag: -12; TRHR enhancer: 13; TRHR agonist: 0.5; D2 agonist: -0.2; D2 PAM: 4

How did CCOC(=O)c1c(NC(=O)COc2ccccc2F)sc2c1CCCC2 do in these assays?
D1 antag: -6; D1 PAM: 1; D1 agonist: 2; TRHR enhancer: 1; TRHR agonist: 1.9; D2 agonist: 2.3; RXFP1 antagonist: -9; D2 PAM: 0

What do the screens show for `Cc1ccc(NC(=O)CN2CCN(C)CC2)cc1Br`?
D1 antag: 2; D1 PAM: -1; D1 agonist: 5; D2 antag: 2; TRHR enhancer: -2; TRHR agonist: 0.9; D2 agonist: 0.8; RXFP1 antagonist: 0; D2 PAM: -1

Results for O=C(NC1C2CC3CC(C2)CC1C3)c1ccc2c(c1)OCO2 (stereo not drawn) ?
D1 antag: -19; D1 PAM: -2; D1 agonist: 0; D2 antag: -9; TRHR enhancer: -2; TRHR agonist: 0.4; D2 agonist: 1.8; RXFP1 antagonist: -9; D2 PAM: 8

How did FC(F)(F)c1ccccc1NC(=S)NN1CCOCC1 do in these assays?
D1 antag: 8; D1 PAM: -11; D1 agonist: -1; TRHR enhancer: 0; TRHR agonist: 0.6; RXFP1 antagonist: -8

How did CCCC1=C(C(=O)OCC)C(c2ccc(N(C)C)cc2)n2ncnc2N1 (stereo not drawn) do in these assays?
D1 antag: 5; D1 PAM: -4; D1 agonist: 0; D2 antag: 25; TRHR enhancer: -2; TRHR agonist: -0.6; D2 agonist: 0.5; RXFP1 antagonist: -6; D2 PAM: 13

How did CCC(C)NC(=S)Nc1ccc(C(=O)OC)cc1 (stereo not drawn) do in these assays?
D1 antag: -5; D1 PAM: -1; D1 agonist: 14; D2 antag: -5; TRHR enhancer: 2; TRHR agonist: 1.0; D2 agonist: -0.8; RXFP1 antagonist: 0; D2 PAM: 3

What do the screens show for `O=C(O)c1cc2cc(OCc3ccccc3)ccc2[nH]1`?
D1 antag: 1; D1 PAM: -3; D1 agonist: 1; D2 antag: -8; TRHR enhancer: -1; TRHR agonist: 0.0; D2 agonist: -0.5; RXFP1 antagonist: -8; D2 PAM: -4

Results for Cc1cc(C)n(-c2ncc(C#N)cn2)n1 ?
D1 antag: 5; D1 PAM: 3; D1 agonist: 3; D2 antag: -35; TRHR enhancer: 0; TRHR agonist: 0.5; D2 agonist: 1.0; RXFP1 antagonist: 0; D2 PAM: 14

How did Cc1ccc(Cl)cc1NC(=O)C1CCCN(S(=O)(=O)c2c(C)noc2C)C1 (stereo not drawn) do in these assays?
D1 antag: 2; D1 PAM: 2; D1 agonist: 4; D2 antag: -24; TRHR enhancer: 4; TRHR agonist: -0.4; D2 agonist: 0.6; RXFP1 antagonist: -9; D2 PAM: 12

How did CCN(CCCNC(=O)c1cc(Nc2ccc(OC)cc2)nc2ccccc12)c1cccc(C)c1 do in these assays?
D1 antag: 13; D1 PAM: 1; D1 agonist: 0; TRHR enhancer: 0; TRHR agonist: 0.4; D2 agonist: -0.4; RXFP1 antagonist: -6

What do the screens show for `CCn1ncc(S(=O)(=O)Nc2cccnc2)c1C`?
D1 antag: -41*; D1 PAM: -10; D1 agonist: 2; D2 antag: 3; TRHR enhancer: -10; TRHR agonist: 0.5; D2 agonist: 1.0; RXFP1 antagonist: 6; D2 PAM: -4

How did CC1Oc2ccccc2OC1C(=O)Nc1ccccn1 (stereo not drawn) do in these assays?
D1 antag: -2; D1 PAM: 1; D1 agonist: 2; D2 antag: -12; TRHR enhancer: 1; TRHR agonist: -0.5; D2 agonist: 0.1; RXFP1 antagonist: 2; D2 PAM: -4

Results for C#CCSc1nnc(CSc2nc3ccccc3s2)n1-c1ccccc1 ?
D1 antag: -30*; D1 PAM: -6; D1 agonist: 8; D2 antag: -4; TRHR enhancer: 6; TRHR agonist: -0.7; D2 agonist: -0.2; RXFP1 antagonist: -3; D2 PAM: 7

What do the screens show for `CC1CCc2sc(C(=O)N(C)CC(=O)Nc3ccc(N4CCOCC4)cc3)cc2C1` (stereo not drawn)?
D1 antag: 10; D1 PAM: 0; D1 agonist: -2; D2 antag: -6; TRHR enhancer: -1; TRHR agonist: -0.5; D2 agonist: -0.3; RXFP1 antagonist: -12; D2 PAM: 8

How did Cn1c(CC(=O)Nc2ccccc2)n[nH]c1=S do in these assays?
D1 antag: 6; D1 PAM: 1; D1 agonist: 3; D2 antag: -6; TRHR enhancer: -1; TRHR agonist: 0.5; D2 agonist: -0.1; RXFP1 antagonist: 15; D2 PAM: 14

What do the screens show for `COc1ccc(CCN2CC(C(=O)NCCCn3nc(C)cc3C)CCC2=O)cc1` (stereo not drawn)?
D1 antag: 7; D1 PAM: -2; D1 agonist: 2; D2 antag: -1; TRHR enhancer: 7; TRHR agonist: -0.6; D2 agonist: -0.2; RXFP1 antagonist: 8; D2 PAM: 15

What do the screens show for `COC(=O)c1cccc(NC(=O)CSc2ncn[nH]2)c1`?
D1 antag: 36; D1 PAM: 0; D1 agonist: 8; TRHR enhancer: -4; TRHR agonist: 0.1; RXFP1 antagonist: -8

Results for CCOc1ccc(CC(=O)NCCc2csc3nc(-c4ccccc4F)nn23)cc1 ?
D1 antag: 9; D1 PAM: -1; D1 agonist: 1; TRHR enhancer: 1; TRHR agonist: -1.0; D2 agonist: -0.2; RXFP1 antagonist: -18; D2 PAM: 1

What do the screens show for `COCC(C)NC(=O)CSc1nnc(-c2cccc(S(=O)(=O)N3CCCCC3)c2)o1` (stereo not drawn)?
D1 antag: -1; D1 PAM: 6; D1 agonist: 3; D2 antag: -12; TRHR enhancer: -9; TRHR agonist: -0.2; D2 agonist: 1.9; RXFP1 antagonist: -3; D2 PAM: 3

What do the screens show for `CC(=O)Nc1ccc(NC(=O)C(C)OC(=O)c2ccc(N(C)C)cc2)cc1` (stereo not drawn)?
D1 antag: -16; D1 agonist: 5; D2 antag: 0; TRHR enhancer: -4; TRHR agonist: 0.0; D2 agonist: 0.8; RXFP1 antagonist: -2; D2 PAM: -4

Results for COc1ccc(C(=O)Nc2ccccc2-c2nnn(CC(=O)NCc3ccco3)n2)cc1 ?
D1 antag: -2; D1 PAM: -2; D1 agonist: 3; D2 antag: -13; TRHR enhancer: 1; TRHR agonist: 0.1; D2 agonist: 0.3; RXFP1 antagonist: -3; D2 PAM: 0

What do the screens show for `COc1ccccc1OCCC(=O)OCC(=O)c1[nH]c(C)c(C(C)=O)c1C`?
D1 antag: -2; D1 PAM: -1; D1 agonist: 11; D2 antag: 12; TRHR enhancer: 0; TRHR agonist: 0.7; D2 agonist: 0.5; RXFP1 antagonist: 17; D2 PAM: -3

How did COc1ccc(CN(C)Cc2nc3scc(-c4ccccc4)c3c(=O)[nH]2)cc1OC do in these assays?
D1 antag: 1; D1 PAM: 4; D1 agonist: 1; D2 antag: -3; TRHR enhancer: -5; TRHR agonist: -0.6; D2 agonist: -0.4; RXFP1 antagonist: -5; D2 PAM: 7

What do the screens show for `CCCCn1nc(C(=O)N(CCOC)c2c(N)n(CCCC)c(=O)[nH]c2=O)c2ccccc2c1=O`?
D1 antag: -30*; D1 agonist: 6; D2 antag: -26; TRHR enhancer: 6; TRHR agonist: -0.5; D2 agonist: -1.7; RXFP1 antagonist: -6; D2 PAM: -11

Results for CCCN(CC(=O)Nc1ccc(Cl)cc1Cl)C(=O)c1ccc(=O)[nH]c1 ?
D1 antag: 6; D1 PAM: 1; D1 agonist: 2; D2 antag: -13; TRHR enhancer: 1; TRHR agonist: 0.2; D2 agonist: 0.1; RXFP1 antagonist: 5; D2 PAM: -1

Results for COc1ccc(CCN2CCCC(CN(C)Cc3cc(Cl)c(O)c(OC)c3)C2)cc1 (stereo not drawn) ?
D1 antag: -4; D1 PAM: -3; D1 agonist: 1; D2 antag: -14; TRHR enhancer: 2; TRHR agonist: 0.3; D2 agonist: 1.1; RXFP1 antagonist: 3; D2 PAM: -3

What do the screens show for `CC(=O)c1ccc(NC(=S)NCCc2ccc(S(N)(=O)=O)cc2)cc1`?
D1 antag: -4; D1 PAM: 1; D1 agonist: 2; D2 antag: 11; TRHR enhancer: -1; TRHR agonist: -0.7; D2 agonist: 0.1; RXFP1 antagonist: -9; D2 PAM: -3

What do the screens show for `Cc1ccccc1-c1nn2c(=O)cc(CN3CCN(S(=O)(=O)c4ccc(Cl)cc4)CC3)nc2s1`?
D1 antag: -30*; D1 PAM: -6; D1 agonist: -1; TRHR enhancer: -1; TRHR agonist: -0.3; D2 agonist: -0.9

Results for CCCc1nc(SCc2ccccn2)c2c(=O)n(C)c(=O)n(C)c2n1 ?
D1 antag: -4; D1 PAM: -3; D1 agonist: -1; D2 antag: 1; TRHR enhancer: -3; TRHR agonist: -0.2; D2 agonist: 0.1; RXFP1 antagonist: 7; D2 PAM: 2

How did COc1cc2c3nc4n(c(=O)c3n(CC(=O)NCC3CCCO3)c2cc1OC)CCS4 (stereo not drawn) do in these assays?
D1 antag: 0; D1 PAM: 2; D1 agonist: 5; D2 antag: -7; TRHR enhancer: -3; TRHR agonist: 3.9; D2 agonist: 1.0; RXFP1 antagonist: 16; D2 PAM: -7

How did Cc1ccc(C2CC2c2n[nH]c(=S)n2-c2ccc(C)cc2)cc1 (stereo not drawn) do in these assays?
D1 PAM: -1; D1 agonist: 2; D2 antag: 1; TRHR enhancer: 4; TRHR agonist: -0.5; D2 agonist: 0.4; RXFP1 antagonist: 3; D2 PAM: 3
